# EWS-Fli inh = blocks EWS/Fli oncoprotein-driven transcription | A673 NR0B1-luciferase reporter, viability-normalised | 0.67% of 350,000 active | AID 651661 | inhibition, % at 12.6 µM;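 active means mean inhibition of at least 50% after viability correction, with every replicate also passing that limit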;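 further: firefly luciferase signal divided by Alamar Blue viability fluorescence both relative to DMSO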
# PGC1a acetyl inh = lowers PGC1a acetylation signal in U2OS cells. inhibition, % at 15.6 µM. AID 651687. 0.17% of 350,000 active. AlphaScreen anti-acetyl-lysine; with virally co-expressed GCN5 acetyltransferase;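 active means every replicate shows inhibition of at least 40%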;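 further: 0% = neutral control wells and 100% = positive control wells; some results beyond the cut were filed as inactive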
# LGR2 antag = inhibitors of bursicon-induced Drosophila LGR2 receptor cAMP signaling; HEK293 LGR2, CRE-luciferase, bursicon-stimulated, 4 h; inhibition, % at 9.99 µM; 0.35% of 380,000 active;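 active means drop in luminescence signal, shown as inhibition above about 50% in the replicate tests, limit read from the data, passing the limit was not always enough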;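 further: agonist challenge used bursicon conditioned medium at about half maximal strength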
# FN deposition inh = fibronectin deposition inhibition; AID 743247; 0.086% of 350,000 active; inhibition, % at 12.6 µM; AH1F fibroblasts, Alexa488-fibronectin deposition fluorescence, overnight;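 active means mean inhibition across replicates of 30% or more, regardless of how many single replicates reach that level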;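 further: positive control wells lacked labelled fibronectin entirely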
#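 Material: AH1F fibroblasts assembling fluorescent fibronectin matrix; amount: 10000 AH1F cells/well; medium: DMEM, 2% serum; reagent: Alexa488-fibronectin, 24 nM final in well; dosing: single compound dose, delivered by pin transfer; incubation: 1 h adhesion, overnight exposure; detection: fluorescence after three HBSS washes, excitation 485 nm, emission 525 nm; measure: fibronectin deposition inhibition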
# ERAP1 HTS inh = ERAP1 (human) enzyme inhibition; 0.15% of 340,000 active; inhibition, % at 10.7 µM; recombinant ERAP1, Leu-AMC fluorescence, 60 min; Q9NZ08;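 active means mean replicate inhibition of at least 30%, or all replicates individually reaching that 30% level; inactive means mean below 30% and not every replicate reaching it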;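 further: 0% = neutral control wells and 100% = L-leucinethiol positive control wells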
# Target sequence (Q9NZ08 whole entry, looked up): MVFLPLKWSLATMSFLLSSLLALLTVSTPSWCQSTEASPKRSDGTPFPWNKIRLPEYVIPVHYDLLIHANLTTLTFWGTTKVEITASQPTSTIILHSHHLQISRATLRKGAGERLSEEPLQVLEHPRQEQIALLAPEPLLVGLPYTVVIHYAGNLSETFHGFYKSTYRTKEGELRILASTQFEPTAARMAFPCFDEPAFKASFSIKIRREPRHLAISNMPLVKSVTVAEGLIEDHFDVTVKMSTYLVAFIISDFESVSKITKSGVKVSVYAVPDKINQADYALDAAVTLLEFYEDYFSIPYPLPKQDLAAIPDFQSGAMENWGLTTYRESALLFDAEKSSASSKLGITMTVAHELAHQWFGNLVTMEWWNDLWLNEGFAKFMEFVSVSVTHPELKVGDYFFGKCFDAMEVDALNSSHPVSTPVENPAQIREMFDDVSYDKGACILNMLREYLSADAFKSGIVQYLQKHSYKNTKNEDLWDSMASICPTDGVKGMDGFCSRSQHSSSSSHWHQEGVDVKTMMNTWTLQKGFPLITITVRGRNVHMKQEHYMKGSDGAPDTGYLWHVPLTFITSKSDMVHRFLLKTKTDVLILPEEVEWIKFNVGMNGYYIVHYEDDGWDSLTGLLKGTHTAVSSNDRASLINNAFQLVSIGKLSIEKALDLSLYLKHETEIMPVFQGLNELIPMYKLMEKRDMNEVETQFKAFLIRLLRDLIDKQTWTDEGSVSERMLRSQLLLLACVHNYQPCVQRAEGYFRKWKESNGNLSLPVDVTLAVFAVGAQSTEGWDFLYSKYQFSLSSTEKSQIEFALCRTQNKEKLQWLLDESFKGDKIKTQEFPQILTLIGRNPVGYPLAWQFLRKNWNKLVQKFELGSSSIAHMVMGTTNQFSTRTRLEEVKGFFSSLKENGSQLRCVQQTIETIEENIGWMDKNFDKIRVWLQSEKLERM
# PglD DTNB = PglD (C. jejuni) enzyme inhibition; purified PglD enzyme, DTNB colorimetric CoA detection; inhibition, % at 12.5 µM; 0.098% of 360,000 active; AID 602405; in the data active means inhibition above about 16%, passing the limit was not always enough; further: strong numbers were not always called active
# S100A4 MyoIIA = S100A4-myosin IIA interaction inhibition; P26447; S100A4/TAMRA-MyoIIA peptide fluorescence polarization; inhibition, % at 10.7 µM; 0.14% of 360,000 active; AID 652163;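 active means mean inhibition of at least 70% across replicates, with every replicate also reaching that level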
# Target sequence (P26447 whole entry, looked up): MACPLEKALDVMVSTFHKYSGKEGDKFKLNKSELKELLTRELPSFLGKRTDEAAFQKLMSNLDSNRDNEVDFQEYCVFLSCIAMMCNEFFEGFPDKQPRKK
#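 Test system – S100A4 monomer (human) · Compound – single-point compound testing · Schedule – 5 min incubation before reading · Probe or stimulus – TAMRA-labelled myosin IIA heavy-chain peptide probe, 5 nM · Benchmarks – neutral control DMSO, positive control TFP · Medium – Calcium-containing HEPES buffer, pH 7.2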
# PAX8 reporter = inhibitors of PAX8 transcriptional activity in RMG-I cells. 1.2% of 360,000 active. RMG-I TPO-luciferase reporter, SteadyGlo, 24 h. inhibition, % at 12.6 µM;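 active means mean replicate inhibition at least 60% with every replicate also reaching 60%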;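 further: luciferase light reporting Pax8 driven TPO promoter activity; plate controls were median of neutral control wells for no effect and mitoxantrone controls for full effect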
# Starred values were filed as active, the others as inactive; . = not tested or not shown.
SMILES,EWS-Fli inh,PGC1a acetyl inh,LGR2 antag,FN deposition inh,ERAP1 HTS inh,PglD DTNB,S100A4 MyoIIA,PAX8 reporter
COc1ccc(C(CNC(=O)c2ccc(OCc3c(C)noc3C)cc2)N2CCCC2)cc1 (centres undefined),0,.,-8,6,3,6,-11,12
CCCc1ccc(C(O)c2ncc(-c3ccccc3C)[nH]2)cc1 (centres undefined),-5,-6,-4,-4,5,-7,-1,-4
CC(=O)N(C)C[C@@H]1Oc2cc(C#Cc3cccc(F)c3)ccc2S(=O)(=O)N([C@H](C)CO)C[C@H]1C,1,.,11,2,-3,5,8,.
Cc1cc(C(=O)Nc2cccc3c2O[C@@H](CN(C)Cc2ccc(C(=O)Nc4ccccc4N)cc2)[C@@H](C)CN([C@H](C)CO)C3=O)n(C)n1,23,-3,5,-3,-2,-3,6,.
Cc1cccc(-c2ccc([C@@H]3[C@@H](CO)N4CCCCN(C(=O)c5ccncc5)C[C@H]34)cc2)c1,-12,1,-8,.,1,-2,-18,5
CC(=O)NCCc1ccc(C(=O)COC(=O)C2CCCCC2)cc1,-5,.,77*,-2,2,.,-3,-83
Cc1nc2ccccc2cc1OCc1ccccc1,.,5,-22,0,-6,1,1,-47
O=S(=O)(NC1=NCCCCCC1)c1cccs1,14,8,-3,.,6,0,0,.
C/C(=N/N1CCN(c2ccccn2)CC1)c1cccc([N+](=O)[O-])c1,10,.,-17,-1,-4,2,-1,-10
O=[N+]([O-])c1ccc(/C=N/Nc2nc(NCc3ccccc3)nc(N3CCOCC3)n2)cc1,5,.,26,2,0,.,6,16
Cc1ccc(C)c(N2C(=O)C3C4C=CC(CC4)C3C2=O)c1 (centres undefined),-6,7,-5,-3,-3,-5,-3,-7
CNC(=S)Nc1ccc2[nH]c(=O)[nH]c2c1,7,3,10,-12,0,-4,-5,-4
NC(=O)c1ccc(NC(=O)COC(=O)c2cc([N+](=O)[O-])ccc2N2CCOCC2)cc1,5,.,16,.,5,.,-6,6
O=C(CCCc1ccccc1)NC12CC3CC(CC(C3)C1)C2,-75,7,-58,-7,-2,4,5,-173
C[C@@H]1CN([C@H](C)CO)C(=O)c2cc(C#Cc3cccnc3)cnc2O[C@H]1CN(C)C(=O)CN(C)C,-3,37,-3,.,.,1,16,-23
COc1ccc(/C=N/NC(=O)c2ccn[nH]2)cc1COc1ccc([N+](=O)[O-])c(C)c1,-14,1,10,-1,0,3,0,13
CNC(=O)C1CC(=O)N(Cc2ccc3c(c2)OCO3)C(=Nc2ccc(F)cc2)S1 (centres undefined),-4,.,5,.,8,.,54,.
COc1ccc(C2=NS(=O)(=O)N(C)C(C(=O)Nc3cc(OC)c(OC)c(OC)c3)=C2)cc1,1,10,0,-6,-1,-2,0,24
C=CCOc1ccc(/C=C2/C(=N)N3N=C(CC(=O)N4CCCC4)SC3=NC2=O)cc1OC,.,16,3,2,-1,2,-7,8
COc1ccc(S(=O)(=O)Nc2ccc3c(c2)CC(=O)N([C@@H](C)CO)C[C@@H](C)[C@@H](CN(C)C)O3)cc1,-10,-6,-1,.,2,1,-1,-19
Cc1noc(C)c1S(=O)(=O)Nc1ccc2c(c1)C(=O)N([C@H](C)CO)C[C@H](C)[C@H](CN(C)C(=O)CCCN(C)C)OCCCC[C@@H](C)O2,-12,10,-11,.,.,-2,.,-14
O=C(CSc1nc(-c2ccc(F)cc2)cs1)N1CCOCC1,.,-9,-44,.,0,3,5,.
CCCn1c(SCC(=O)N2c3ccccc3CC2C)n[nH]c1=O (centres undefined),-5,.,6,0,2,-3,0,-9
COc1cccc(CC(=O)Nc2ccccc2N2CCCC2)c1,0,.,-7,.,3,0,5,5
C[C@H]1CN([C@@H](C)CO)S(=O)(=O)c2ccc(C#Cc3cccnc3)cc2O[C@H]1CN(C)C(=O)CN(C)C,-15,-5,-2,-29,1,2,-6,.

# A different layout for some results above:
# Fields: EWS-Fli inh, PGC1a acetyl inh, LGR2 antag, FN deposition inh, ERAP1 HTS inh, PglD DTNB, S100A4 MyoIIA, PAX8 reporter
> COc1ccc(C2=NS(=O)(=O)N(C)C(C(=O)Nc3cc(OC)c(OC)c(OC)c3)=C2)cc1
 : 1, 10, 0, -6, -1, -2, 0, 24
> O=C(CSc1nc(-c2ccc(F)cc2)cs1)N1CCOCC1
 : ., -9, -44, ., 0, 3, 5, .
> COc1ccc(/C=N/NC(=O)c2ccn[nH]2)cc1COc1ccc([N+](=O)[O-])c(C)c1
 : -14, 1, 10, -1, 0, 3, 0, 13
> O=S(=O)(NC1=NCCCCCC1)c1cccs1
 : 14, 8, -3, ., 6, 0, 0, .

# Remaining list, next part
SMILES,EWS-Fli inh,PGC1a acetyl inh,LGR2 antag,FN deposition inh,ERAP1 HTS inh,PglD DTNB,S100A4 MyoIIA,PAX8 reporter
Cc1noc(C)c1NC(=O)N(C)C[C@H]1Oc2c(NC(=O)C3CCOCC3)cccc2C(=O)N([C@H](C)CO)C[C@@H]1C,-13,9,6,-2,-2,3,2,.
CCOc1ccc(CCNC(=O)COC(=O)c2ccc(F)c(S(=O)(=O)N3CCOCC3)c2)cc1OCC,-2,.,12,-4,-1,-5,-2,-7
CCOc1ccc(C2N(c3ccc(F)cc3)C(=O)C3CCCN32)cc1 (centres undefined),1,-3,-29,-4,.,4,8,-3
N#C[C@H]1[C@@H](c2ccc(C#CC3CCCCC3)cc2)[C@@H](CO)N1C(=O)Nc1ccc(F)cc1,.,-16,0,8,3,.,2,60
CNC[C@@H]1Oc2ccc(NS(C)(=O)=O)cc2CC(=O)N([C@H](C)CO)C[C@H]1C,2,3,20,.,-2,1,4,12
COc1ccc(C(CCN2CCOCC2)c2c(OC)cc(OC)c3ccc(=O)oc23)cc1 (centres undefined),-2,0,8,11,.,4,-1,-30
CCOC(=O)c1c(C)n(C)c2ccc(OC)c(NC(=O)CCN3CCC(Cc4ccccc4)CC3)c12,8,.,-9,2,1,-1,1,-21
CC(=O)Nc1sc(N/N=C/c2ccc(O)cc2)nc1-c1ccc(C)cc1,-45,.,-20,-5,-2,.,-3,-2
COc1ccc(NC(=O)N[C@H]2CC[C@H](CCn3cc(-c4ccccc4)nn3)O[C@@H]2CO)cc1,-9,-3,7,.,2,6,-12,7
C[C@@H]1CCCCO[C@@H](CN(C)S(=O)(=O)c2ccccc2)[C@@H](C)CN([C@@H](C)CO)C(=O)c2cc(NC(=O)c3ccccc3)ccc2O1,19,9,17,2,1,-4,4,-40
C[C@@H]1CN([C@H](C)CO)C(=O)c2cccc(NC(=O)c3ccncc3)c2O[C@H]1CN(C)C(=O)Nc1ccccc1,12,3,-12,.,-3,-1,13,22
O=C(NCC[C@H]1CC[C@H](NC(=O)c2ccccc2F)[C@@H](CO)O1)c1ccc2c(c1)OCO2,-1,8,15,7,1,0,10,15
C[C@H](CO)N1C[C@H](C)[C@H](CN(C)S(=O)(=O)c2cn(C)cn2)Oc2ncc(C#Cc3ccccc3)cc2C1=O,23,-4,.,.,0,-1,-4,.
Cc1ccccc1S(=O)(=O)N1CC(=O)N2[C@H](C1)[C@@H](c1ccc(C#CCC3CCCC3)cc1)[C@@H]2CO,1,-6,9,.,2,.,-19,42
O=C(COC(=O)c1cnc(Cl)c(Cl)c1)NCc1ccco1,-1,-9,1,.,1,5,-3,7
C/C=C/c1ccc([C@H]2[C@@H](CO)N3CCCCN(C(=O)c4ccc(F)cc4)C[C@@H]23)cc1,-10,4,2,-4,.,0,.,9
COc1ccc(NC(=O)CN2C(=O)NC3(CCCC3)C2=O)cc1S(=O)(=O)N1CCCCC1,7,-4,-3,1,4,6,-33,-5
Cc1ccc(NS(=O)(=O)c2c(C)[nH]c(=O)[nH]c2=O)c(C)c1,5,-1,-8,-4,-2,-2,-7,-5
O=C(CCSc1ccc(Cl)cc1)NN=C1CCCCCC1,5,.,-9,-8,4,.,-12,3
O=C(CCNC(=O)c1ccc(Br)cc1)Nc1cc(Cl)ccc1-n1cncn1,-8,-42,23,-4,-3,-1,-5,24
CC(NCc1ccc2c(c1)OCO2)C(=O)NC1CCCCC1 (centres undefined),2,-3,21,-9,-7,.,1,1
CN(CC(=O)Nc1ccc(F)cc1[N+](=O)[O-])Cc1ccccc1,-14,.,-7,7,-1,.,2,-15
O=C([C@@H]1N[C@@H]2c3ccc(-c4ccccc4)c(=O)n3C[C@@H]2[C@H]1CO)N1CCOCC1,-17,1,-5,.,10,6,-2,5
Cc1cc2[nH]c3c4ccccc4nc(C)c3c2cc1C,61*,.,-8,0,0,-8,0,86*
COc1cc(/C=N/NC(=O)c2cccnc2)ccc1OCC(=O)Nc1ccccc1Cl,-15,6,-26,6,7,-2,3,-71
# Next records
SMILES,EWS-Fli inh,PGC1a acetyl inh,LGR2 antag,FN deposition inh,ERAP1 HTS inh,PglD DTNB,S100A4 MyoIIA,PAX8 reporter
O=C(CCCCCCC(=O)Nc1ccc(CO)cc1)NOCc1ccccc1,-11,-5,.,.,1,-2,5,-41
O=C(Nc1ccccc1C(=O)Nc1ccccc1C(=O)O)c1ccccc1,-11,.,-3,-3,2,-1,9,-9
CC(C)(C)N1CC(c2nc3ccccc3n2Cc2ccc(F)cc2)CC1=O (centres undefined),.,-5,.,1,.,2,.,8
CCc1nnc(NC(=O)CSc2nc(-c3ccccc3)c(-c3ccccc3)o2)s1,0,.,0,-10,-2,.,-2,-7
Cc1ccc2nc(SCC(=O)N3CCC(Cc4ccccc4)CC3)nc(=O)n2c1,4,.,-3,-4,0,.,-12,10
Cc1ccc(C(=O)N(CCc2ccccc2)Cc2ccccc2)cc1S(=O)(=O)N1CCCCC1,13,.,7,-2,4,-4,0,20
CCN1C(=O)C(=O)N(CC(=O)Nc2cccc(C(F)(F)F)c2)C1=O,3,0,17,6,0,.,3,.
COC(=O)[C@@]12C[C@@H](CC(=O)N3CCCC3)C(=O)N(Cc3ccco3)C1=CCC(C)(C)C2,-3,.,-13,3,0,.,-4,-25
O=C(N/N=C/c1cccnc1)c1cccc(NC(=O)c2cccc(Br)c2)c1,-64,.,-2,2,3,3,5,0
COc1ccccc1CNC(=O)COC(=O)Cc1c[nH]c2ccccc12,6,.,8,1,-3,1,-2,13
O=C(CN1C(=O)C2C3C=CC(C3)C2C1=O)OCC(=O)c1ccc([N+](=O)[O-])cc1 (centres undefined),14,.,2,-1,-2,1,3,7
COCC(=O)N1CC(=O)N2[C@H](CO)[C@H](c3ccc(Br)cc3)[C@H]2C1,-13,3,-5,.,2,.,2,-25
COc1ccc(NC(=O)C(=O)NCC(=O)Nc2cc(OC)ccc2OC)cc1,3,-4,9,7,1,2,-1,.
O=C(CCc1ccccc1)NNC(=O)COc1ccc([N+](=O)[O-])cc1,.,6,-1,-8,1,1,-3,3
C[C@H](CO)N1C[C@H](C)[C@@H](CN(C)S(=O)(=O)c2ccc(Cl)cc2)Oc2c(NS(=O)(=O)c3ccc(F)cc3)cccc2C1=O,0,-6,7,.,1,-1,10,.
Cc1ccc(S(=O)(=O)N(C)C[C@@H]2Oc3c(NC(=O)NC4CCCCC4)cccc3C(=O)N([C@@H](C)CO)C[C@H]2C)cc1,-6,-11,7,.,0,3,0,-2
CC1=C(C(=O)N(C(C)C)C(C)C)CC(CC(=O)NCc2cccs2)C(=O)N1Cc1ccccc1 (centres undefined),-2,18,-10,14,0,0,-21,-8
C=CCN1C(=O)C2(OCCCO2)c2cccc(C)c21,4,-10,1,0,2,-2,-18,8
CC(NC(=O)c1ccco1)c1nc(-c2ccc(C(C)(C)C)cc2)no1 (centres undefined),78*,.,-16,-5,0,-4,-2,-38
COc1ccc(/C=N\NC(=O)c2ccccc2Br)cc1COc1c(F)c(F)cc(F)c1F,13,-1,11,1,-3,2,0,36
